Screening data (PubChem BioAssay)
Yfh1-off respiration: mitochondrial function rescue without frataxin homolog – Friedreich's ataxia, plus single-dose screen, dose response (AID 1465); 220,000 tested, 0.074% active; fold induction at 50 µM; hits with a dose series show EC50 in µM; S. cerevisiae Yfh1-off respiration, WST-1 reduction, 72 h; higher fold induction means a stronger effect;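 active means fold induction of absorbance versus untreated yeast above a set limit, then at least 30% activation at any dose in follow-up; inconclusive means repeats straddling the limit, or above it without dose testing; inactive means fold induction below the set limit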;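 further: activators that raise dye reduction in frataxin-depleted yeast; strong numbers were not always called active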
NOD2 inhibition: inhibition of NOD2-driven NF-kB reporter – cell-based, luminescence, uHTS, HEK293 (AID 1566); HEK293 NOD2/NF-kB luciferase reporter, luminescence; higher % means a stronger effect; inhibition, % at 4 µM; hits with a dose series show EC50 in µM; 290,000 tested, 0.63% active; further: many of its hits are not listed in these tables
West Nile antiviral: inhibition of WNV-induced cytopathic effect – cell-based, CPE readout (AID 1621); 290,000 tested, 0.02% active; West Nile virus-infected cells, CPE inhibition; higher % means a stronger effect; one-dose CPE inhibition, % at 10 µM; IC50 in µM for titrated hits; in the data active means a potency from the dose series; inconclusive means CPE inhibition mostly from about 3.7% at the one dose, without a potency; inactive means the rest, 99 in 100 with CPE inhibition below about 2.2%; further: strong numbers were not always called active
NOD1 inhibition: inhibition of NOD1-driven NF-kB reporter – cell-based, luminescence, uHTS, primary screen (AID 1578). NOD1-driven NF-kB luciferase reporter cells, luminescence; higher % means a stronger effect. 290,000 tested, 1% active. inhibition, % at 4 µM, or EC50 in µM where a hit was titrated; in the data active means inhibition mostly above about 36%, no sharp cut-off; inactive means mostly below about 34%;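 further: HEK-293T reporter cells stimulated with the NOD1 agonist gamma-tri-DAP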
KOR beta-arrestin-1: kappa opioid receptor blockers – cell-based, luminescence, uHTS (AID 1778); KOR beta-arrestin recruitment, luminescence, antagonist mode; higher % means a stronger effect; inhibition, % at 10 µM; hits with a dose series show IC50 in µM; 290,000 tested, 0.091% active; further: strong numbers were not always called active
Dengue-2 NS5 capping: flavivirus cap methylation enzyme inhibition – biochemical, confirmation dose response, primary screen (AID 588689). 340,000 tested, 0.3% active. Dengue-2 NS5 methyltransferase capping enzyme assay, biochemical; higher % means a stronger effect. inhibition, % at 25 µM; hits with a dose series show IC50 in µM; in the data active means a potency from the dose series; inconclusive means inhibition above about 29% without an active follow-up result
KOR beta-arrestin-2: kappa opioid receptor activators – cell-based, luminescence, uHTS, primary screen (AID 1777); KOR beta-arrestin recruitment, luminescence; higher % means a stronger effect; activation, % at 10 µM, or EC50 in µM where a hit was titrated; 280,000 tested, 0.02% active; in the data active means activation above about 50%, passing the limit was not always enough; further: a part of the inactive calls stands beside numbers as strong as those of hits
HIV fusion peptide: inhibitors of HIV fusion peptide binding, primary screen, biochemical, uHTS, fluorescence dequenching (AID 1986). 290,000 tested, 0.3% active. one-dose inhibition, % at 20 µM; IC50 in µM for titrated hits. cell-free peptide binding, fluorescence dequenching, 30 min; higher % means a stronger effect; in the data active means inhibition mostly above about 52%, no sharp cut-off; inactive means mostly below about 76%; further: some results filed as inactive read as strong as hits
AID2073: disruptors of CaV2.2 binding to Mint1 – biochemical, HTRF (AID 2073). HTRF protein-protein interaction, Mint1-CaV2.2; higher % means a stronger effect. inhibition, % at 20 µM; hits with a dose series show IC50 in µM. 290,000 tested, 0.19% active; in the data active means inhibition mostly above about 51%, no sharp cut-off; inconclusive means no clear call, values can overlap the other calls; inactive means mostly below about 53%; further: some results filed as inactive read as strong as hits
Dengue-2 NS5 capping pilot replicate: further read-out of Dengue-2 NS5 capping, marked with its call; inhibition, %; measured here: pilot screen replicate inhibition
Active calls of the source: *; i = inactive; ? = inconclusive; . = no result given; [ ] = another dose, or the depositor's remark. Unless noted, no stated cut-off is given here; in the data, active means inhibition above about 50%; inactive means the rest.

SMILES	Yfh1-off respiration	NOD2 inhibition	West Nile antiviral	NOD1 inhibition	KOR beta-arrestin-1	Dengue-2 NS5 capping	KOR beta-arrestin-2	HIV fusion peptide	AID2073	others
O=C(Nc1nc(-c2ccccc2)cs1)c1ccc2c(c1)S(=O)(=O)c1ccccc1C2=O	i	10%	-1.0%	-38%	-12%	-1%	-0.2%	1.9%	8%
COC(CNC(=O)C1CCC(CNS(=O)(=O)c2c(C)cc(C)cc2C)CC1)OC (configuration not stated)	.	5%	-0.2%	2%	-1%	-8%	1.7%	-0.7%	4%
COc1ccc(Cn2c(=O)oc3ccccc32)cc1F	.	9%	-0.3%	-10%	12%	-3%	-1.4%	1.4%	7%
Cc1ccc(O)c(NC(=O)CSc2ccc(Cl)cc2)c1	i	7%	-0.5%	17%	-21%	-11%	2.3%	-1.0%	-6%
CC1=C(C(=O)Nc2ccccc2)C(c2ccc(C(C)C)cc2)N2C(=O)CSC2=N1 (configuration not stated)	i	17%	-0.2%	-4%	-22%	-5%	-7.4%	-0.5%	29%
C=CCn1c(-c2ccc(Cl)cc2)c[nH]c1=S	i	15%	-1.4%	-2%	-3%	-7%	12%	1.1%	5%
O=C(CCc1ccccc1)n1nc(-c2ccco2)nc1SCc1ccccc1	.	-18%	.	-13%	22%	-4%	-3.1%	-2.1%	-1%
Cc1ccsc1C1C2=C(CCCC2=O)Nc2ncnn21 (configuration not stated)	i	-2%	0.2%	-9%	-16%	3%	-1.1%	-1.3%	?
CC(=O)c1sc(NC(=O)COc2ccc([N+](=O)[O-])cc2)nc1C	i	-5%	-0.1%	-45%	-24%	10%	1.6%	2.3%	?
CC(=O)c1cc(-c2ccccc2)n(CC(=O)Nc2cccc(C)c2C)c1C	i	-11%	-0.2%	-19%	24%	8%	6.1%	0.9%	10%
Cc1ccc(OCCOC(=O)CCc2nc3ccccc3c(=O)[nH]2)cc1	i	9%	0.7%	-28%	11%	-4%	-3.1%	-1.9%	31%
O=C1CCCc2nn(-c3ccccc3)c(-c3ccncc3)c21	i	5%	-0.3%	21%	26%	-7%	-1.9%	-0.9%	-1%
CCCCn1c(SCc2nc3ccccc3s2)nc2cc(S(N)(=O)=O)ccc21	i	30%	1.6%	31%	8%	3%	-2.0%	-0.5%	0%
Clc1ccc(CN(Cc2ccc(Cl)cc2)c2nn[nH]n2)cc1	i	-6%	0.6%	24%	20%	6%	0.1%	16%	-11%
Cc1nnc(SCC(=O)Nc2nc3c(s2)CC(C)CC3)s1 (configuration not stated)	i	5%	-0.2%	.	18%	1%	-0.6%	1.1%	-6%
C=CCNC(=O)NC(=O)COC(=O)CNS(=O)(=O)c1ccc(F)c(F)c1F	i	-10%	0.0%	-26%	-17%	1%	-0.2%	0.0%	-4%
Cc1cc(NS(=O)(=O)c2cccc([N+](=O)[O-])c2)no1	.	10%	0.5%	-15%	0%	-7%	8.2%	-1.0%	4%
CCN(CC)CCN1C(=O)C2C3c4ccccc4C(c4ccccc43)C2C1=O (configuration not stated)	i	-25%	0.2%	7%	-2%	-6%	2.4%	-2.0%	3%
Oc1c(C(Nc2ccccn2)c2cccnc2)cc(Cl)c2cccnc12 (configuration not stated)	i	-7%	?	16%	25%	-1%	-5.0%	-3.6%	-8%
Cc1cc(C)c2nc3sc(C(=O)N4CCOCC4)c(N)c3cc2c1	i	-163%	-0.1%	1%	25%	13%	6.2%	1.8%	-25%
CCN(CC)S(=O)(=O)c1cccc(NC(=O)C2SC(=Nc3ccc(C)cc3C)C(C(=O)NCC3CCCO3)=C2N)c1 (configuration not stated)	i	-2%	1.2%	-13%	-13%	0%	-1.4%	5.3%	6%	Dengue-2 NS5 capping pilot replicate=-1.5
COc1ccc(Cn2cccc(NC(=O)Nc3cccc(OC)c3)c2=O)cc1	i	-1%	-0.6%	-10%	10%	-5%	5.0%	-0.9%	0%
CC(C)c1ccc(/C=C/C(=O)Nc2nc3ccc([N+](=O)[O-])cc3s2)cc1	i	5%	0.3%	24%	-56%	-11%	8.2%	1.8%	11%
CC(=O)Oc1ccc2ccc(=O)oc2c1	i	5%	0.0%	-7%	-1%	-7%	-6.4%	-0.8%	15%
Cc1ccc(-c2csc3ncnc(SCc4ccc(C(=O)O)cc4)c23)cc1	i	0%	-0.5%	32%	-30%	.	8.5%	67%*	31%
CCC(=C(c1ccc(OC)cc1)c1ccc(OC)cc1)c1cn(CC(O)CN(CCO)CCO)c2ccccc12 (configuration not stated)	i	8%	-1.1%	-23%	-29%	-5%	11%	-3.1%	8%
O=S(=O)(c1ccc(SCCO)nc1)N1CCCC1	i	1%	-0.2%	5%	15%	-2%	-0.9%	-1.3%	1%
NS(=O)(=O)c1ccc(CCNC(=O)c2ccc3c(c2)OCO3)cc1	.	13%	0.2%	-26%	14%	1%	-4.4%	-0.5%	6%
CCS(=O)(=O)Nc1cccc(C2=NN(S(=O)(=O)c3ccccc3)C(c3ccco3)C2)c1 (configuration not stated)	i	1%	-0.2%	10%	-2%	-12%	0.8%	-0.5%	10%
Cc1ccc(S(=O)(=O)N2CCN(C(=O)C(C)Cn3cncn3)CC2)cc1C (configuration not stated)	.	4%	0.0%	4%	1%	-5%	0.5%	0.1%	-2%
C=CCOC(=O)C1=C[C@@H](c2ccccc2)[C@H](CCCO)[C@@H](OCC)O1	i	8%	?	-21%	16%	-12%	0.1%	-1.2%	7%
COCc1nnc(NC(=O)CCCOc2ccccc2)s1	i	10%	-0.3%	-16%	22%	-5%	-1.9%	-2.3%	-8%
COc1ccc(OC)c(CN2CCC(C(=O)N(C)CCc3ccc(OC)c(OC)c3)CC2)c1	i	13%	-0.8%	8%	-31%	-1%	0.5%	-0.4%	3%
CC(=O)N1CCN(Cc2nc3cc([N+](=O)[O-])ccc3n2C)CC1	.	-5%	-0.8%	-9%	7%	0%	2.6%	-1.7%	-5%
Nc1nc(NCC2CCCO2)nc(Nc2ccc(F)cc2)c1[N+](=O)[O-] (configuration not stated)	i	-6%	0.6%	-12%	-6%	7%	0.9%	1.4%	-1%
CSc1nc2ccc(NS(=O)(=O)c3ccccc3F)cc2s1	i	-6%	-0.7%	-33%	-4%	2%	0.0%	0.8%	9%
O=C(/C(=C/O)N=Nc1cccc(C(F)(F)F)c1)c1ccccc1	i	-28%	-0.6%	2%	32%	4%	-3.2%	2.9%	8%
COc1ccc(Cl)cc1NC(=O)CCNS(=O)(=O)c1cccc2nonc12	.	1%	-1.1%	-30%	-12%	-2%	-3.8%	0.1%	8%
CCCCN(CC(=O)Nc1c(C)cccc1CC)C(=O)SCC	i	-65%	-0.3%	-6%	26%	1%	-3.2%	-1.6%	2%
CCN(CC)C(=O)CSc1nc2ccccc2c(=O)n1CCC(=O)N1CCN(c2ccccc2)CC1	i	5%	-0.8%	-39%	13%	0%	-4.9%	-1.1%	1%
Cc1ccc(-c2noc(CN(C)C(=O)Nc3ccc(F)cc3)n2)cc1	i	15%	-1.1%	14%	2%[20 µM]	-4%	-4.8%	-2.0%	-2%
Cc1ccc(S(=O)(=O)N2CCCCC2)cc1NC(=O)Cn1cnnn1	i	-4%	1.2%	-6%	-5%	-17%	-0.9%	1.2%	15%
O=C(COC(=O)C(c1ccccc1)c1ccccc1)NCc1ccco1	i	2%	0.0%	-36%	-34%	1%	7.0%	-0.2%	10%
O=C1OCCC1Sc1nnc(-c2ccc(O)cc2)o1 (configuration not stated)	i	-6%	0.1%	25%	10%	-1%	2.7%	-2.9%	-21%
CCC(C)(C)C(=O)Nc1cc([N+](=O)[O-])ccc1F	i	8%	0.3%	-2%	-1%	-1%	4.3%	-1.1%	0%
CCOC(=O)Cn1c(=O)oc2cc(S(=O)(=O)Nc3ccc(N(CC)CC)cc3C)ccc21	i	13%	0.7%	-6%	19%	-9%	0.5%	-2.1%	-5%

Entries shown so far that have a halogen, in the order listed:
SMILES	Yfh1-off respiration	NOD2 inhibition	West Nile antiviral	NOD1 inhibition	KOR beta-arrestin-1	Dengue-2 NS5 capping	KOR beta-arrestin-2	HIV fusion peptide	AID2073	others
COc1ccc(Cn2c(=O)oc3ccccc32)cc1F	.	9%	-0.3%	-10%	12%	-3%	-1.4%	1.4%	7%
Cc1ccc(O)c(NC(=O)CSc2ccc(Cl)cc2)c1	i	7%	-0.5%	17%	-21%	-11%	2.3%	-1.0%	-6%
C=CCn1c(-c2ccc(Cl)cc2)c[nH]c1=S	i	15%	-1.4%	-2%	-3%	-7%	12%	1.1%	5%
Clc1ccc(CN(Cc2ccc(Cl)cc2)c2nn[nH]n2)cc1	i	-6%	0.6%	24%	20%	6%	0.1%	16%	-11%
C=CCNC(=O)NC(=O)COC(=O)CNS(=O)(=O)c1ccc(F)c(F)c1F	i	-10%	0.0%	-26%	-17%	1%	-0.2%	0.0%	-4%
Oc1c(C(Nc2ccccn2)c2cccnc2)cc(Cl)c2cccnc12 (configuration not stated)	i	-7%	?	16%	25%	-1%	-5.0%	-3.6%	-8%
Nc1nc(NCC2CCCO2)nc(Nc2ccc(F)cc2)c1[N+](=O)[O-] (configuration not stated)	i	-6%	0.6%	-12%	-6%	7%	0.9%	1.4%	-1%
CSc1nc2ccc(NS(=O)(=O)c3ccccc3F)cc2s1	i	-6%	-0.7%	-33%	-4%	2%	0.0%	0.8%	9%
O=C(/C(=C/O)N=Nc1cccc(C(F)(F)F)c1)c1ccccc1	i	-28%	-0.6%	2%	32%	4%	-3.2%	2.9%	8%
COc1ccc(Cl)cc1NC(=O)CCNS(=O)(=O)c1cccc2nonc12	.	1%	-1.1%	-30%	-12%	-2%	-3.8%	0.1%	8%
Cc1ccc(-c2noc(CN(C)C(=O)Nc3ccc(F)cc3)n2)cc1	i	15%	-1.1%	14%	2%[20 µM]	-4%	-4.8%	-2.0%	-2%
CCC(C)(C)C(=O)Nc1cc([N+](=O)[O-])ccc1F	i	8%	0.3%	-2%	-1%	-1%	4.3%	-1.1%	0%

An excerpt, so the mix of outcomes need not match the whole.
